human PMI inhibitors – human PMI inhibitors, high substrate, primary screen, biochemical, fluorescence intensity, high mannose 6-phosphate (AID 1220). 190,000 tested, 0.66% active. recombinant PMI enzyme, coupled fluorescence intensity; higher % means a stronger effect. one-dose inhibition, % at 20 µM; IC50 in µM for titrated hits
T cell modulator – modulates CD8 T cell binding to vesicles | calls only at 7 µM | 2C CD8+ T cell-vesicle binding, flow cytometry; stronger effect = lower value | 330,000 tested, 0.068% active;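 active = response, share of CD8 T cells binding vesicles, and their 90th percentile fluorescence all below set limits, cut at about 80% in these data, passing the limit was not always enough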
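System: murine 2C transgenic CD8+ T lymphocytes; also added: QL9-loaded Drosophila micro-vesicles; times: binding 1.5 h at 37 °C; measured by: flow cytometry, PE anti-B7-1 (FL2) versus Alexa647 anti-CD8 (FL8), PFA-fixed; control set: Peptide-free naked vesicles (low) and QL9 vesicles with 0.7% DMSO vehicle (high)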
MT stabilizer – stabilizes microtubules in HeLa cells. HeLa tubulin immunostaining HCS, 24 h; share of cells brighter than vehicle mean+2SD. % tubulin-high responders, % at 10 µM. 200,000 tested, 0.83% active. AID 2205;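 active = plate Z-score above 3 for both tubulin-high and condensed-nucleus cell shares, with cell loss under 80%, at 10 µM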;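 note: anti alpha tubulin signal scored within the nucleus-defined area of each cell; some results filed as inactive read as strong as hits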
bCat nuc transl – modulators of beta-catenin nuclear translocation. AID 1665. nuclear translocation activity, % at 5 µM. HeLa beta-catenin nuclear translocation, immunofluorescence imaging. 190,000 tested, 0.3% active;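 active = nuclear translocation activity above 50% at 5 µM, with a well cell count of 50 or more; inconclusive = wells under 50 cells across six images, flagged as toxic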;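 note: per-cell ratio of nuclear to cytoplasmic median beta-catenin stain intensity; plate controls were DMSO negative control for no effect and GSK-3 inhibitor IX positive control for full effect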
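Test system: HeLa cells, endogenous beta-catenin; Compound: single 5 µM dose plus 0.02–20 µM confirmation series; Times: compound exposure 24 h at 37°C; Signal: fluorescence imaging of beta-catenin antibody stain plus DAPI; Read-out: % activation, nuclear-to-cytoplasmic median beta-catenin signal ratio per cell.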
TNAP activators – stimulation of alkaline phosphatase TNAP activity – biochemical, luminescent, no phosphate acceptor, uHTS, primary screen (AID 1001); one-dose activation fold at 20 µM; EC50 in µM for titrated hits; 200,000 tested, 0.03% active; purified TNAP, luminescent activation assay, no phosphate acceptor; higher activation fold means a stronger effect; in the data active = activation fold from about 3, or a potency from the dose series; inactive = the rest, 99 in 100 with activation fold below about 1.6; note: many of its hits are not listed in these tables
Autophagy HCS – modulators of autophagy. MEF GFP-LC3 puncta imaging; test concentration mostly 10 µM. calls only at 10 µM (by protocol). 190,000 tested, 0.98% active. AID 463193;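 active = percentage of spot-positive cells more than 3 SD above its plate mean, without a fluorescence outlier flag or 80% toxicity; inconclusive = no clear call, values can overlap the other calls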;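 note: spot-positive cell cutoff set from DMSO-treated cells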
Hep lipid drop – modulators of hepatic lipid droplet formation; AML12 mouse hepatocytes, oleate lipid droplets, BODIPY imaging; inhibition, % at 6.5 µM; 240,000 tested, 0.4% active; AID 1656;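 active = lipid droplet intensity inhibited by at least 50%, with more than 500 cells counted; inconclusive = wells with under 300 cells, treated as cytotoxic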
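Material – AML12 mouse liver cells · Also added – oleate loading, 100 µM · Compound dosing – 6.5 µM single-point dosing · Times – overnight treatment with compound plus oleate · Measured by – fluorescence imaging, 20x objective, two fields per well · Read-out – percent inhibition of filter-corrected integrated lipid droplet intensity per well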
PMI inhibitors – MPI enzyme activity inhibition – biochemical, fluorescence intensity, coupled assay, primary screen (AID 1209) | purified PMI enzyme, coupled fluorescence intensity; higher % means a stronger effect | 190,000 tested, 0.42% active | inhibition, % at 20 µM; hits with a dose series show IC50 in µM;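 note: plate controls were DMSO vehicle for no effect and wells lacking substrate for full effect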
Ins promoter up – MIN6 insulin promoter up-regulation; MIN6 insulin promoter-GFP reporter, high-content imaging; stronger effect = higher value; z-score at 5 µM; 190,000 tested, 0.3% active; AID 1625;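 active = z-score above 3 at 5 µM with at least 500 cells counted in the well; inconclusive = wells under 500 cells, flagged as cytotoxic or low count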
Ins promoter up cell count – recorded beside Ins promoter up, whose call it bears; cell count; measured here: cytotoxicity, nuclei count;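 total cells summed across four imaged fields per well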
Hep lipid drop cells 6.5 µM – further read-out of Hep lipid drop, marked with its call; cell count; measured here: cell count, cytotoxicity flag;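 cells counted across two imaged fields per well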
bCat nuc transl cell count 5 µM – also measured in bCat nuc transl; calls as there; cell count; measured here: cell count, cytotoxicity flag
T cell modulator vesicle-bound % – further read-out of T cell modulator, marked with its call; double positive events, %; measured here: CD8+ vesicle-bound cell fraction;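 binding gate set so that unloaded-vesicle control wells show 10% double positive cells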
MT stabilizer Hoechst-high % – further read-out of MT stabilizer, marked with its call; % Hoechst-high responders; measured here: nuclear condensation Hoechst responders;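 share of cells brighter than vehicle mean plus two SD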
MT stabilizer cytotoxicity % – recorded beside MT stabilizer, whose call it bears; toxicity, %; measured here: cytotoxicity by cell density;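 0% = mean cell density of plate MIN control wells and 100% = no cells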
Autophagy HCS cell loss 18 h – recorded beside Autophagy HCS, whose call it bears; toxicity, %; measured here: cell loss, nuclei count;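 cell loss after 18 h compound exposure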
* marks the source's active call; other numbers are inactive results; i = inactive; ? = inconclusive; . = not tested or not shown. Cut-off read from the data, not from the text of the source, unless noted: active = inhibition above about 50%; inactive = the rest. The order is random. Share with any hit: about 2.9%.

SMILES	human PMI inhibitors	T cell modulator	T cell modulator vesicle-bound %	MT stabilizer	MT stabilizer Hoechst-high %	MT stabilizer cytotoxicity %	bCat nuc transl	bCat nuc transl cell count 5 µM	TNAP activators	Autophagy HCS	Autophagy HCS cell loss 18 h	Hep lipid drop	Hep lipid drop cells 6.5 µM	PMI inhibitors	Ins promoter up	Ins promoter up cell count
O=C(O)c1ccc(S(=O)(=O)N2CCCCCC2)cc1	-2%	i	14	2.3	0.9	9.9	.	.	1.2	i	-10	-6	733	2%	0.24	861
Cc1onc(-c2ccccc2Cl)c1C(=O)N1CCOC12CCN(c1cccc(F)n1)CC2	7%	i	42	5.5	2.7	7.3	-0.5	949	1.2	i	1	0	695	6%	0.07	1559
Cc1ccnc(NC2(C(F)(F)F)N=C(c3ccccc3)NC2=O)c1 (stereo not given)	-5%	i	36	2.0	1.3	3.0	-1.5	1336	1.1	i	-8	.	.	-2%	-0.73	1634
Cc1ccc(NC(=O)CSc2nnc(-c3cnccn3)n2Cc2ccco2)cc1C	13%	i	33	2.4	3.4	18	-0.2	1047	1.1	i	3	3	709	17%	?	.
O=C(CSc1ncnc2ccccc12)N1CCCC1	-3%	i	50	1.8	3.1	2.8	.	.	1.5	i	6	.	.	-2%	-0.05	1047
Cc1oc(=O)c(NC(=O)c2cccc(Cl)c2)cc1C(=O)c1ccccc1	-76%	i	26	1.5	1.0	6.9	.	.	1	i	-1	.	.	-25%	.	.
O=C(Nc1ccc(F)cc1)C(Sc1nc2ccccc2[nH]1)c1ccccc1 (stereo not given)	12%	i	35	4.3	4.0	1.1	-1.8	966	1.3	i	43	-22	702	11%	-0.12	1308
Cc1c(Cl)c([N+](=O)[O-])nn1CC(=O)NC1CCCCC1	5%	i	8	2.4	1.8	8.2	-0.3	1335	1.1	i	-15	.	.	0%	0.64	1410
O=C(CSc1nc2ccccc2n1S(=O)(=O)c1ccccc1)N1CCCC1	-5%	i	44	6.1	2.3	7.5	0.2	1093	1	i	15	6	653	-7%	-0.42	1566
COc1cc2nc(CN3CCOCC3)n(CC(=O)N3CCCCCC3)c(=O)c2cc1OC	.	i	56	.	.	.	0.0	1312	.	.	.	22	705	.	-1	1197
CC1CCC(C(C)C)C(OC(=O)CSc2n[nH]c(=O)[nH]c2=O)C1 (stereo not given)	-2%	i	43	1.1	2.1	7.2	-3.3	775	1.1	i	22	.	.	-2%	-1.4	1296
CC(=O)Nc1ccc(NC(=O)Nc2cccc(C)c2C)cc1	-1%	i	33	2.3	2.3	6.2	0.6	1081	0.9	i	17	8	670	-10%	-0.09	1249
CCCN1C/C(=C/c2ccc3c(c2)OCO3)C(=O)/C(=C/c2ccc3c(c2)OCO3)C1	7%	i	53	3.5	2.7	26	0.8	1114	1	i	4	-28	559	17%	0.85	1330
CCOC(=O)c1cc(-c2ccccc2)sc1N	15%	i	18	3.1	2.2	8.1	0.4	1180	1.2	i	-1	0	727	35%	.	.
COc1ccccc1Nc1ncnc2ccccc12	-4%	i	3	1.5	1.3	6.8	-0.6	698	1.1	i	17	.	.	-2%	1.3	1062
Cc1ccc2c(c1)c(C)c(C)n2CC(O)CN1CCCCC1C (stereo not given)	-4%	i	40	2.2	4.2	14	.	.	0.9	i	-9	.	.	-1%	-0.58	958
Cc1ccc(C(NC(=O)/C=C\c2ccc3c(c2)OCO3)C(=O)Nc2ccc3c(c2)OCO3)cc1 (stereo not given)	3%	i	18	1.7	2.0	15	0.9	946	1.1	i	-8	1	644	-1%	0.44	1327
CC1=C(C(=O)NCc2ccccc2)C(c2ccccc2OCC(N)=O)NC(=O)N1 (stereo not given)	12%	i	28	3.3	1.8	5.1	-0.8	1046	1.1	i	2	-2	661	12%	0.13	1812
Cc1oc2cc(O)ccc2c(=O)c1Oc1ccc2ccccc2c1	6%	i	31	1.3	2.1	8.6	-1.0	1460	1	i	-2	.	.	4%	0.46	1476
CCOc1cc(NC(=O)c2cnccn2)c(OCC)cc1NC(=O)c1ccc(OC)cc1	49%	.	.	.	.	.	-3.5	953	1	.	.	.	.	18%	-0.76	951
CC(=NCc1ccco1)c1c(C(F)(F)F)[nH]n(-c2nc3ccccc3s2)c1=O	-4%	i	28	1.2	1.9	7.1	-1.5	973	1	i	0	15	760	2%	.	.
COC(=O)c1cc(OC)c(OC)cc1NC(=O)c1ccc(C)o1	1%	i	12	0.6	1.3	6.7	.	.	1.1	i	6	16	833	1%	.	.
COc1cccc(CN(CC(=O)NC2CCCC2)C(=O)Cn2nnc(-c3cccs3)n2)c1	4%	i	14	4.1	2.1	3.3	-0.2	1115	1.1	i	2	-5	712	4%	0.1	1734
COc1cccc(C(C(=O)NC2CCCC2)N(C(=O)c2ccco2)c2ccc(-n3cnnn3)c(C)c2)c1OC (stereo not given)	-10%	i	23	2.5	1.5	9.2	1.0	996	1.1	i	-8	1	678	2%	-0.35	1460
COc1ccc(NC(=O)Cn2ncc(Cl)c(Cl)c2=O)cc1S(=O)(=O)N1CCOCC1	-6%	i	41	5.8	4.3	7.6	-1.0	1013	1.2	i	-6	2	518	1%	0.2	1019
Fc1cccc(Cn2cc(C(=S)N3CCOCC3)c3ccccc32)c1	3%	i	10	2.9	2.1	6.4	-0.4	1537	1	i	-26	2	669	7%	-0.61	1356
COCc1nc2ccccc2n1CCCOc1ccccc1	5%	i	25	2.1	0.8	17	.	.	1.1	i	10	32	715	3%	-0.02	1187
CCN1CCCc2cc(CN(CCN3CCOCC3)C(=S)Nc3ccc(C)cc3)ccc21	10%	i	58	3.5	2.4	11	-1.9	1093	1.1	i	15	5	718	4%	-0.98	1169
Cc1ccc(NC(=O)Nc2nnc(Cc3ccc([N+](=O)[O-])cc3)s2)cc1C	7%	i	29	8.2	2.9	8.7	1.2	1093	1.1	i	-7	-23	673	9%	0.43	1464
C1=CCC(/C=N/n2cnnc2)CC1 (stereo not given)	6%	i	51	3.6	1.6	7.8	-2.6	968	1.1	i	-5	.	.	4%	-0.35	1284

Ordered by SMILES length (largest number first): some entries from above.
SMILES	human PMI inhibitors	T cell modulator	T cell modulator vesicle-bound %	MT stabilizer	MT stabilizer Hoechst-high %	MT stabilizer cytotoxicity %	bCat nuc transl	bCat nuc transl cell count 5 µM	TNAP activators	Autophagy HCS	Autophagy HCS cell loss 18 h	Hep lipid drop	Hep lipid drop cells 6.5 µM	PMI inhibitors	Ins promoter up	Ins promoter up cell count
O=C(CSc1nc2ccccc2n1S(=O)(=O)c1ccccc1)N1CCCC1	-5%	i	44	6.1	2.3	7.5	0.2	1093	1	i	15	6	653	-7%	-0.42	1566
COC(=O)c1cc(OC)c(OC)cc1NC(=O)c1ccc(C)o1	1%	i	12	0.6	1.3	6.7	.	.	1.1	i	6	16	833	1%	.	.
CC(=O)Nc1ccc(NC(=O)Nc2cccc(C)c2C)cc1	-1%	i	33	2.3	2.3	6.2	0.6	1081	0.9	i	17	8	670	-10%	-0.09	1249

Later entries.
SMILES	human PMI inhibitors	T cell modulator	T cell modulator vesicle-bound %	MT stabilizer	MT stabilizer Hoechst-high %	MT stabilizer cytotoxicity %	bCat nuc transl	bCat nuc transl cell count 5 µM	TNAP activators	Autophagy HCS	Autophagy HCS cell loss 18 h	Hep lipid drop	Hep lipid drop cells 6.5 µM	PMI inhibitors	Ins promoter up	Ins promoter up cell count
C=CCn1c(SCC(=O)Nc2ccc(N(C)C)cc2)nnc1-c1cccc(C)c1	9%	i	26	2.5	2.4	8.9	-4.5	957	1.1	i	-60	.	.	6%	-0.31	994
COCCNC(=S)N/N=C(\C)c1ccc(Cl)c(Cl)c1Cl	-3%	i	43	3.1	2.6	4.6	-1.6	1116	1.1	i	25	-6	681	5%	0.52	1167
CCCc1nc2sc3c(c2c(=O)n1NC(=O)CCCl)CCCC3	-2%	i	41	1.2	2.4	11	.	.	1	i	-1	8	834	-1%	-0.14	842
CCn1c(=O)c(-c2ccccc2)c(O)c2ccccc21	-2%	i	35	8.2	2.1	5.4	1.6	732	1	i	6	.	.	2%	0.65	1048
COc1cc(NS(=O)(=O)c2ccc(N/C=C(\C=O)c3nc4cc(Cl)ccc4o3)cc2)nc(OC)n1	-3%	i	62	2.8	1.5	8.9	-2.7	1165	1.1	i	-4	-15	777	3%	0.23	1250
CNC(=O)c1ccccc1-c1ccccc1	-3%	i	67	2.6	2.6	16	-0.3	1071	1.1	i	1	-14	742	4%	-0.19	1291
COc1ccccc1C(CCN(Cc1ccccc1)C(C)=O)c1ccco1 (stereo not given)	.	i	36	.	.	.	8.4	1149	.	.	.	0	684	.	-0.06	1012
CCOc1ccc(-c2nnn(CC(=O)Nc3cc(OC)cc(OC)c3)n2)cc1OCC	6%	i	16	6.8	6.6	9.3	1.2	1211	1.2	i	4	.	.	6%	-0.22	1450
CCCC(C(=O)NCc1ccco1)N(C(=O)CNS(=O)(=O)c1ccccc1)c1ccc(OC)cc1 (stereo not given)	.	i	36	2.3	1.5	3.2	0.8	1565	1.1	i	6	-23	683	.	-0.95	1593
CCn1c(SCC(=O)Nc2ccc(C(=O)OC)cc2)nc2cccnc21	12%	i	46	4.8	2.3	6.2	9.7	942	1	i	5	-5	762	7%	.	.
CC(C)[C@H](NC(=O)c1ccccc1)C(=O)OCC(=O)c1ccccc1F	3%	i	52	11	2.5	8.4	1.4	940	1.1	i	2	-4	641	-1%	1.2	1283
Cc1nc2ccccc2c(=O)n1NC(=O)Cc1ccc(Br)cc1	2%	i	9	2.2	1.3	3.5	-1.2	1341	1.2	i	-20	.	.	2%	-0.18	1648
CCOC(=O)C1=C(C)N(C)C(=S)NC1c1ccc(Cl)cc1Cl (stereo not given)	18%	i	42	2.1	3.8	12	-1.1	1024	1.1	i	8	5	720	13%	0.28	1467
CCOC(=O)c1cnc2c(Cl)cc(Cl)cc2c1NCCOCCO	9%	i	55	2.8	1.4	4.8	-5.3	941	1	i	5	.	.	5%	0.62	1207
